STK33 kinase inh: human STK33 kinase inhibition | 0.073% of 320,000 active | inhibition, % at 10 µM | purified STK33, MBP phosphorylation, ADP-Glo luminescence | Q9BYT3 | AID 2661;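 active = inhibition at or above 25%, using the most active replicate where run in duplicate; inactive = inhibition below 25%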
KCNQ2 block: KCNQ2 potassium channel inhibitors, primary screen, cell-based, CHO-K1, FluxOR thallium flux, B-score (AID 2156); O88943; 20 min; hits give low values; B-score at 10 µM; 1.1% of 310,000 active;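 active = fluorescence ratio B-score at most minus 3 library SDs, with starting brightness B-score within 2 library SDs, cut at about -5.5 in these data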
Target sequence (O88943 whole entry, looked up): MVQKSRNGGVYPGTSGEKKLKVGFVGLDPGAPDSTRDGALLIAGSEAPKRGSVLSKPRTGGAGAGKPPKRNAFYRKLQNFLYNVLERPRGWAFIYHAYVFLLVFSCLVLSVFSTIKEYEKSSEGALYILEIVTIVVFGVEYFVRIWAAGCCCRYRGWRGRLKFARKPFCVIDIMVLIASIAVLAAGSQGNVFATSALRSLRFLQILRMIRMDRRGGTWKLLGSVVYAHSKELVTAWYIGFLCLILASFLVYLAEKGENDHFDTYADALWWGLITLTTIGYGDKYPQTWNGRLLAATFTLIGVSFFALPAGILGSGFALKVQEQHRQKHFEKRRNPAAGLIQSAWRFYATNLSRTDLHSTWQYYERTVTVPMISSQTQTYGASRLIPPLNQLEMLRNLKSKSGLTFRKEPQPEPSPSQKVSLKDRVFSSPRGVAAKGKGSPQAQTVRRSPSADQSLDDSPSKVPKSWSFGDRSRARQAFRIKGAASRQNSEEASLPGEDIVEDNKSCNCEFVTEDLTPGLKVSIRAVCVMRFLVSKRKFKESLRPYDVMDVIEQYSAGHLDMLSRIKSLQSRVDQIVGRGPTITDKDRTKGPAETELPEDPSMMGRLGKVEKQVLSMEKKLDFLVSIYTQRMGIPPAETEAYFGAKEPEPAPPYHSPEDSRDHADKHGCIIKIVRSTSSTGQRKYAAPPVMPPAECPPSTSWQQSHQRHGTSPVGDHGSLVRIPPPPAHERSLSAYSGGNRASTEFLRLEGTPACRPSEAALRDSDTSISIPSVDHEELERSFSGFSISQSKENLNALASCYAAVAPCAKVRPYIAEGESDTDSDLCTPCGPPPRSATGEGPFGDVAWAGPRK
OX1R FRET antag: antagonists of human orexin 1 receptor (OX1R); O43613; OX1R-expressing cells, FRET antagonist read-out; inhibition, % at 6.6 µM; 1.8% of 330,000 active; AID 485270; in the data active = inhibition mostly above about 38%, no sharp cut-off; inactive = mostly below about 40%;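 also: 0% = agonist challenge alone and 100% = reference antagonist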
* = called active by the depositor; i = inactive; x = no result given.

STK33 kinase inh	KCNQ2 block	OX1R FRET antag	molecule
0.0	i	11	Cc1[nH]c2ccccc2c1/C=N/NC(=O)c1cccc(S(=O)(=O)Nc2cccc(C(F)(F)F)c2)c1
-1.1	i	9	COc1cccc(CNC(=O)C2CCN(S(=O)(=O)c3ccccc3)CC2)c1
0.4	i	12	CCN(CC(=O)Nc1ccccc1OC)CC(=O)Nc1c(Cl)ccc(C)c1Cl
0.5	x	28	COc1ccc2nc(SCC(=O)O)nc(C)c2c1
0.2	x	10	COc1ccccc1-c1oc2ccccc2c1C#CC(C)(C)O
-0.9	i	14	Cc1cc(C)n(-c2ccc(C(=O)OCC(=O)c3c(N)n(C)c(=O)n(C)c3=O)cc2)n1
-1.3	i	10	CN(CC(=O)Nc1ccc(F)cc1)C(=O)c1cccc(S(=O)(=O)N2CCN(c3ccc(F)cc3)CC2)c1
-1.2	i	20	COC(=O)C1=C(C(=O)OC)[C@@H]2N(C)c3ccc(OC)cc3[C@@]23C[C@@H](C(=O)OC)N=C3N1
-0.5	i	9	CCOC(=O)C1=C(COC(=O)c2ccc(OC)c(OC)c2OC)NC(=O)NC1C (stereo not drawn)
-0.6	x	1	Cc1cccc(C(=O)O[C@H]2[C@H](Cc3ccccc3)NS(=O)(=O)[C@H]3CC4C=C[C@]23O4)c1
-1.2	x	3	Cc1ccc(S(=O)(=O)CCC(=O)OC2CC(C)OC2=O)cc1 (stereo not drawn)
-0.6	i	7	COc1ccccc1C(=O)Nc1ccnn1C1CCN(C(=O)c2cnsn2)CC1
-1.2	x	1	CC(=O)c1c(C)[nH]c(C(=O)OCC(=O)NCc2ccc3c(c2)OCO3)c1C
0.8	x	7	CCCCN1C(=N)N([C@@H](CCC)CN2CCC[C@H]2CN2C(N)=NC[C@@H]2Cc2ccccc2)C[C@H]1Cc1ccccc1
0.2	i	15	CCOC(=O)c1ccc(Oc2nc(N(C)C)nc(N(C)C)n2)cc1
0.0	i	20	CCCC(=O)Nc1ccc2c(c1)nc(CN1CCN(C(=O)OCC)CC1)n2CC
-2.1	i	9	CC1(C)CC(=O)c2c(O)cc(OCC(=O)N3CCN(c4ccc(F)cc4)CC3)cc2O1
-0.3	i	9	CCN(CC)c1ccc(C2CC(=O)Nc3cc(OC)c(OC)cc32)cc1 (stereo not drawn)
-1.3	i	19	Cc1csc(SCC(=O)Nc2ccc(S(=O)(=O)N3CCCC3)cc2)n1
-0.1	i	1	CC1(C)CC(=O)C/C(=N/NC(=O)COc2ccc3ccccc3c2Br)C1
0.5	i	19	CC(=C/c1ccco1)/C=N/NC(=O)c1ccncc1
1.1	i	-6	CC(Cc1ccsc1)NC(=O)CCc1nnc(CCc2ccccc2)o1 (stereo not drawn)
0.3	i	23	Cc1cc(C)cc(C(=O)Nc2nnc(SCC(=O)NCC3CCCO3)s2)c1 (stereo not drawn)
x	i	14	Cc1ccc(Nc2nnc(SCC(=O)Nc3cccc(S(=O)(=O)NC4=NCCCCC4)c3)s2)c(C)c1
-1.6	i	23	Fc1ccccc1/C=N/n1cnnc1
0.1	i	14	C=CCn1sc(N)c(C(=O)OCC)c1=S
-0.1	i	17	COCC(=O)Nc1ccc(Br)cc1C
-0.7	x	5	Cc1ccc(S(=O)(=O)CCC(=O)NNC(=O)CN(C)S(=O)(=O)c2ccc(C)cc2)cc1
-21	i	6	CC/C(=N\N=C(/CC)c1ccccc1N)c1ccccc1N
0.1	i	4	CC(C)(C)C1=Nn2c(nnc2-c2ccccc2F)SC1
-1.3	i	15	Nc1ccc(C(=O)N/N=C2\CCCc3c2[nH]c2ccccc32)cc1
-1.3	i	31	CCC(c1nnc(SCC(=O)Nc2ccc(Cl)cc2C(F)(F)F)n1C1CCCCC1)N(C)C (stereo not drawn)
-1.2	x	11	O=C(N[C@@H](Cc1ccccc1)C(=O)CCl)OCc1ccccc1
-0.7	i	12	Cc1cc(Cl)ccc1OCC(=O)N/N=C/c1ccc(OC2OC(CO)C(O)C(O)C2O)cc1 (stereo not drawn)
-0.6	i	21	COc1cccc(N2C(=O)/C(=C\c3cccs3)NC2=S)c1
-0.2	i	23	CCc1ccccc1N(C)S(=O)(=O)c1ccc(-c2cc(C)no2)s1
-1.5	i	23	O=C(CN1C(=O)C2CC=CCC2C1=O)Nc1nnc(SCc2ccc(Cl)cc2)s1 (stereo not drawn)
0.0	x	11	CC[C@@]1(C(=O)OC)N[C@H](CN(C)C(=O)Nc2ccc(C(F)(F)F)cc2)[C@@H]2C(=O)N(Cc3ccccc3)C(=O)[C@@H]21
-1.8	i	5	O=C1CS/C(=N/N=C/c2ccccc2OS(=O)(=O)c2ccccc2)N1
0.0	i	6	COc1cc(C2N(c3ccc(F)cc3)C(=O)C3CCCN32)cc(OC)c1OC (stereo not drawn)
-1.1	x	30	CC(C)CC(=O)Nc1sc2c(c1C#N)CC(C)(C)NC2(C)C
0.2	i	9	CCOC(=O)Cc1csc(NC(=O)c2ccc(NC(C)=O)cc2)n1
0.3	i	6	O=C(Nc1nccs1)c1ccc(Br)c(S(=O)(=O)N2CCOCC2)c1
-0.8	i	-2	O=C(NCCCCNC(=O)c1ccc(Br)cc1)c1ccc(Br)cc1
-0.1	x	6	CC(C)(C)OC(=O)NCCCCCNC(=O)c1nc[nH]c1C(=O)N1CCc2ccccc2C1
-1.4	x	3	COc1ccc(S(=O)(=O)N2CCOCC2)cc1C(=O)NCC(c1ccco1)N1CCCC1 (stereo not drawn)
1.3	i	x	O=C(C#Cc1ccccc1)NCc1ccccc1F
-0.7	i	-1	CN1CCC(CNC(=O)Nc2csc3ccccc23)CC1
-1.8	i	6	CN1CCN(C(=O)c2ccc(OCCOc3ccccc3)cc2)CC1
-4.1	i	x	CCC(C)c1ccc(OCC(=O)Nc2ccc(CN3CCOCC3)cc2)cc1 (stereo not drawn)
-1.1	i	13	COc1ccc(CCNC(=O)C2CC3Cn4c(nc5ccccc54)C3N2Cc2ccccc2)cc1 (stereo not drawn)
-1.6	i	-8	Cc1cc(S(=O)(=O)NCC2CC2)c(Cl)cc1Cl
-0.7	i	15	O=C1OCC2=C1C(c1ccc(F)cc1)CC(=O)N2c1ccccc1 (stereo not drawn)
-0.9	i	16	CCOC(=O)c1sc(NC(=O)C(CC)OC(=O)C(CC(C)C)NC(=O)c2ccccc2)nc1C (stereo not drawn)
1.1	i	x	CCOC(=O)c1[nH]c2ccc(F)cc2c1NC(=O)c1ccccc1C(=O)O
-1.9	i	20	C/C=C(\C)CN1CCN(c2ccccc2)CC1
-1.1	i	3	CCc1c(C)nc2ncnn2c1NCCc1ccc(OC)c(OC)c1
-0.9	i	9	COc1ccc(OCCCC(=O)OC(C)C(=O)Nc2ccc(S(N)(=O)=O)cc2)cc1 (stereo not drawn)
-1.2	i	15	Cc1cc(-c2nnc(SCC(=O)Nc3cccc(Cl)c3)n2N)n[nH]1
-1.2	i	x	C=C1CCc2c([nH]c3ccc(OCC(C)C)cc23)C1=O

Single values from the list:
Reading of COc1ccc(CCNC(=O)C2CC3Cn4c(nc5ccccc54)C3N2Cc2ccccc2)cc1 (stereo not drawn) under STK33 kinase inh: -1.1
Reading of CN1CCN(C(=O)c2ccc(OCCOc3ccccc3)cc2)CC1 under STK33 kinase inh: -1.8
Reading of CCc1c(C)nc2ncnn2c1NCCc1ccc(OC)c(OC)c1 under STK33 kinase inh: -1.1
Reading of C/C=C(\C)CN1CCN(c2ccccc2)CC1 under OX1R FRET antag: 20
Reading of COc1ccc(OCCCC(=O)OC(C)C(=O)Nc2ccc(S(N)(=O)=O)cc2)cc1 (stereo not drawn) under STK33 kinase inh: -0.9
Reading of C=C1CCc2c([nH]c3ccc(OCC(C)C)cc23)C1=O under STK33 kinase inh: -1.2
Reading of CCC(C)c1ccc(OCC(=O)Nc2ccc(CN3CCOCC3)cc2)cc1 (stereo not drawn) under STK33 kinase inh: -4.1

Next entries.
STK33 kinase inh	KCNQ2 block	OX1R FRET antag	molecule
2.2	i	41	C=CCOC(=O)C1=C[C@@H](c2ccc(C(F)(F)F)cc2)[C@H](CCCO)[C@@H](OCC)O1
-4.0	i	3	CCN1CCCC1CNC(=O)COc1cc(=O)n(C)c2ccccc12 (stereo not drawn)
-1.5	i	2	N=c1scc(-c2ccccc2)n1/N=C/c1ccco1
-3.1	i	4	O=C(COc1ccc(S(=O)(=O)N2CCOCC2)cc1)NCc1ccccn1
-2.1	i	8	Cc1ccc(-c2nc(-c3cccnc3)sc2CC(=O)Nc2ccc3nc(C)sc3c2)cc1
-1.6	i	-2	Cc1nc(CSc2n[nH]c(=O)n2-c2cccc(F)c2)cs1
-0.1	i	11	O=C(C1CCCN(Cc2ccccc2F)C1)N1CCc2ccccc2C1 (stereo not drawn)
-1.0	x	13	C=CCNc1nc(C(=O)OC(C)C(=O)c2ccc(C)cc2)cs1 (stereo not drawn)
2.3	i	17	C/C(N)=C(/C#N)C(=O)CSc1nc(-c2ccccc2)c(-c2ccccc2)o1
-0.3	x	16	Cc1ccc(OCC(=O)Nc2cccc3ccccc23)c([N+](=O)[O-])n1
-0.4	i	39	COc1ccc(OC)c(C(C)NC(=S)Nc2ccc(S(=O)(=O)Nc3ncccn3)cc2)c1 (stereo not drawn)
-0.1	i	22	COc1ccc(OC)c(NC(=O)CSc2nc(=O)n(CCN3CCOCC3)c3c2CCCC3)c1
0.2	i	21	CC1(C)CC(=O)C(CCCN2C(=O)c3ccccc3C2=O)C(=O)C1
1.6	i	4	NS(=O)(=O)c1ccc(N=Cc2c(O)n(-c3nccs3)c(=O)c3ccccc23)cc1
-0.6	i	15	CCCc1nnc(NC(=O)CCC(=O)N2CCCCCC2)s1
-1.3	i	27	CC(C)CN(c1ccccc1)S(=O)(=O)c1nnc(NC(=O)c2ccco2)s1
2.0	i	4	CN=C(Nc1cc(C)nn1-c1ccccc1)c1ccc(F)cc1
1.6	i	16	COc1ccc(CCNC(=O)C(=O)NCC2OCCN2S(=O)(=O)c2ccc(Br)cc2)cc1OC (stereo not drawn)
x	i	4	FC(F)(F)c1ccc(N2CCOCC2)c(NC2=NCCCCC2)c1
-0.7	i	25	Cc1cc(C(=O)OCC(=O)NC(=O)c2cccn2C)c2ccccc2n1
-0.3	i	23	CC(Oc1cccc(Cl)c1)C(=O)NCCCCc1ccccc1 (stereo not drawn)
1.3	i	16	COc1ccc(N2CCN(C(c3nnnn3CCc3ccccc3)C(C)C)CC2)cc1 (stereo not drawn)
1.0	i	17	Cc1ccc(Nc2nc(NCCO)nc(N3CCCC3)n2)cc1
-1.1	i	10	CC(=O)c1cccc(NC(=S)N2CCN(S(C)(=O)=O)CC2)c1
-0.6	i	18	COc1cc(C)nc(N2CCC(C(N)=O)CC2)n1
-1.8	i	21	Cc1ccc(CNC(=O)c2ccc(C#CC(C)(C)O)s2)cc1
-1.5	i	4	O=C(Nn1cnc2ccccc2c1=O)c1ccccc1F
0.5	i	11	Cc1cc(C(=O)CSc2nc(N)cc(=O)[nH]2)c(C)n1CCc1ccc(Cl)cc1
0.2	i	8	Cc1ccc(CNC(=O)CSc2nnnn2C)cc1
0.1	i	-53	CCC(CC)C(=O)Nc1nnc(-c2cccs2)s1
-0.9	i	8	CN(C)c1ccc(C(=O)OCC(=O)Nc2ccc(S(N)(=O)=O)cc2)cc1
0.0	i	16	O=C(Nc1ccccc1N1CCCC1)c1cccc(Cl)c1Cl
-0.9	i	35	O=C(COC(=O)C1CCN(S(=O)(=O)c2cccs2)CC1)NCc1ccccc1
-1.1	i	-7	CC(=O)c1ccc(OC(C)C)c(CN2CCCCC2)c1
0.9	i	25	COc1ccc(NC(=O)c2ccc3c(c2)NC(=O)CO3)cc1OC
-0.8	i	0	Cc1ccc(C(=O)c2cc([N+](=O)[O-])ccc2N2CCCCC2)cc1
-0.4	i	-1	Cc1ccc(C)c(OCC(=O)Nc2cc(NC(=O)COc3cc(C)ccc3C)cc(C(=O)O)c2)c1
-0.9	i	19	Cc1ccc(C(=O)OC2OC(=O)C(Cl)=C2N2CCOCC2)cc1 (stereo not drawn)
-0.9	i	2	CC(=O)Nc1ccc(S(=O)(=O)NCc2cccnc2)cc1
-0.7	i	12	O=C(CSc1nc2ccccc2s1)N/N=C/c1ccccc1C(=O)O
0.2	i	19	Cn1cnnc1SCC(=O)N1CCc2ccccc21
-0.4	i	35	CC(=O)Nc1cccc(NC(=O)c2c(-c3c(Cl)cccc3Cl)noc2C)c1
-4.4	i	6	O=C(O)CC(c1cccc2ccccc12)N1Cc2ccccc2C1=O (stereo not drawn)
-0.1	i	11	COc1ccc(/C=N/n2c(-c3n[nH]c4c3CCC4)n[nH]c2=S)cc1OC
-2.0	i	5	CC12CCC(C(=O)N(CCCCN3CCN(Cc4ccccc4)CC3)C1=O)C2(C)C (stereo not drawn)
-1.3	i	20	O=S(=O)(c1ccc(Cl)cc1)N1CCN(C2CCCCCC2)CC1
-0.3	i	19	O=C(OC1CCOC1=O)c1ccc2ccccc2n1 (stereo not drawn)

Of the compounds above, these have a thiophene ring, fused or not.
STK33 kinase inh	KCNQ2 block	OX1R FRET antag	molecule
1.1	i	-6	CC(Cc1ccsc1)NC(=O)CCc1nnc(CCc2ccccc2)o1 (stereo not drawn)
-0.6	i	21	COc1cccc(N2C(=O)/C(=C\c3cccs3)NC2=S)c1
-0.2	i	23	CCc1ccccc1N(C)S(=O)(=O)c1ccc(-c2cc(C)no2)s1
-1.1	x	30	CC(C)CC(=O)Nc1sc2c(c1C#N)CC(C)(C)NC2(C)C
-0.7	i	-1	CN1CCC(CNC(=O)Nc2csc3ccccc23)CC1
-1.8	i	21	Cc1ccc(CNC(=O)c2ccc(C#CC(C)(C)O)s2)cc1
0.1	i	-53	CCC(CC)C(=O)Nc1nnc(-c2cccs2)s1
-0.9	i	35	O=C(COC(=O)C1CCN(S(=O)(=O)c2cccs2)CC1)NCc1ccccc1
